# D2 PAM: positively modulates the human D2 dopamine receptor allosterically | P14416 | HEK293 T-REx D2, calcium flux, EC20 dopamine potentiation | potentiation, % at 10 µM | 340,000 tested, 0.34% active | AID 485347;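 active = potentiation over 3 SD above the plate norm, cut at about 30% in these data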; note: 0% is about no effect
#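 Potentiation of an EC20 dopamine calcium response is measured in a force-coupled, tetracycline-inducible Hek293 Trex D2 line. Compound-only kinetic reads over 180 s flag agonists before dopamine addition.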
# RXFP1 agonist: activates the human relaxin receptor RXFP1. Q9HBX9. HEK293T-RXFP1 cAMP TR-FRET, 30 min; response scale: percent of porcine relaxin response, buffer zero. Potency, µM (highest dose often 57.5 µM), without a hit: at the highest dose activation, most hits filed as activators. 370,000 tested, 0.3% active. AID 2676; note: potency is the fitted concentration of half-maximal effect; % is set by controls: 0 for no effect and ±100 for the full control effect; nearly all actives have a fitted effect of over 60% in size; many of its hits are not listed in these tables
# Target sequence (Q9HBX9 whole entry, looked up): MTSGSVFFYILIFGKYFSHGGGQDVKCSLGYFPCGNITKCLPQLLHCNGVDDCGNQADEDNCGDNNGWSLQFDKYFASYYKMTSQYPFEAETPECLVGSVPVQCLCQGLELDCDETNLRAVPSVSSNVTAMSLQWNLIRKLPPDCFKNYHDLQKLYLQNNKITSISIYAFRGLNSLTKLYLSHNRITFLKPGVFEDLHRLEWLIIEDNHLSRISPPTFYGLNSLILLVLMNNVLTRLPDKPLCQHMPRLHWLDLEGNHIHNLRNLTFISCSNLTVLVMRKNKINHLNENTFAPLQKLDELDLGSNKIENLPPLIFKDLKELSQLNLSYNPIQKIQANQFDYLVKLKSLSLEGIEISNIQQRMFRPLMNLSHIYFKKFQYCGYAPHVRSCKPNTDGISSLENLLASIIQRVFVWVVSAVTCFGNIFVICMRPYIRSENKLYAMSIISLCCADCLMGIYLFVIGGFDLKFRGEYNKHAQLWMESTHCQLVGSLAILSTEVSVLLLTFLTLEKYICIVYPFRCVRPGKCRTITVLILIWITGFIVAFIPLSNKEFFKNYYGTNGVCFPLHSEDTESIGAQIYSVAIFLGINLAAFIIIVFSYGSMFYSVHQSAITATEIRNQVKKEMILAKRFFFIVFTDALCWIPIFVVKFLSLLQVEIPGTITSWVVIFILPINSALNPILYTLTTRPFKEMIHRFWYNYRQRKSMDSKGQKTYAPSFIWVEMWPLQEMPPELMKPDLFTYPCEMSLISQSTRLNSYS
#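 cAMP rise read by TR-FRET after 30 min, 37C compound exposure (up to 58 uM) in RXFP1-transfected HEK293 cells with Ro 20174 present. EC50 from Hill-equation fits, with 29 nM porcine relaxin as 100% and buffer as basal.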
# TRHR agonist: TRH receptor (human) agonism; P34981; TRHR cells, calcium flux fluo-8, FDSS agonist mode; activation, % at 2 µM; 360,000 tested, 0.18% active; AID 493084; in the data active = activation above about 30%; note: 0% is about no effect
#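 Read-out: compound-evoked intracellular calcium rise in TRHR cells, fluo-8 dye, kinetic FDSS fluorescence at 1 s/cycle following a 10-cycle baseline. Cells cultured overnight before dye loading (30 min–1.5 h, RT).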
# D1 antag: antagonists of human D1 dopamine receptor; P21728; HEK293 TREx D1 cells, calcium flux, dopamine EC80; stronger effect = lower value; activity change, negative = inhibition, % at 10 µM; 360,000 tested, 3.2% active; AID 504652; in the data active = activity change below about -30%; note: % is set by controls: 0 for no effect and ±100 for the full control effect
#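 Antagonism measured as reduced calcium response to an EC80 dopamine addition following 180 s compound pre-read; cells were inducible HEK293 Trex D1 plated overnight at 30 C, read kinetically at 1 cycle/sec.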
# Apoferritin bind: binds horse apoferritin like a general anesthetic; P02791; apoferritin/1-aminoanthracene competitive binding, fluorescence; Potency, µM (doses to about 77.5 µM), without a hit: at the top dose activity change, negative = displacement, most hits filed as inhibitors; 350,000 tested, 0.074% active; note: potency is the fitted concentration of half-maximal effect; % is set by controls: 0 for no effect and ±100 for the full control effect; nearly all actives have a fitted effect of over 20% in size
#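 Probe: 1-aminoanthracene (50% saturated, PBS). Protein: horse-spleen apoferritin, 10 uM. Incubation: 10 min, room temperature. Detection: 380 nm excitation, 535 nm emission. Analysis: normalized response, four-parameter Hill.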
# D1 ag: human D1 receptor agonism; activation, % at 2 µM; HEK293 T-REx D1 cells, calcium flux, agonist mode; 360,000 tested, 1% active; AID 504660; in the data active = activation above about 30%; note: 0% is about no effect
#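 Agonism was scored from calcium flux recorded over 180 s (1 read/s) after pintool compound addition, following a 10-cycle baseline. Cells were inducible force-coupled HEK293 TREx D1, plated overnight at 30 C and loaded with no-wash calcium dye.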
# D1 potentiator: human D1 dopamine receptor positive modulation | P21728 | HEK293 TREx D1 cells, calcium flux, dopamine EC20 potentiation | potentiation, % at 10 µM | 360,000 tested, 0.036% active; in the data active = potentiation above about 30%; note: 0% is about no effect
# RXFP1 antagonist: RXFP1 (human) relaxin receptor antagonism. activity change, negative = inhibition, % at 57.5 µM. 350,000 tested, 0.59% active. HEK293-RXFP1, relaxin-stimulated cAMP HTRF, 30 min; stronger effect = lower value;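 active = activity change of -60% or lower, but not beyond a set lower limit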; note: % is set by controls: 0 for no effect and ±100 for the full control effect
# TRHR enhancer: TRH receptor (human) allosteric enhancement; TRHR cells, fluo-8 calcium fluorescence, EC20 TRH enhancement; enhancement, % at 2 µM; AID 493056; 360,000 tested, 0.66% active; in the data active = enhancement above about 30%; note: 0% is about no effect
#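 Enhancer read-out: after compound pinning and an initial kinetic agonist-mode read, an EC20 of TRH (10 nM final) was injected and fluo-8 calcium signal (Ex 480/Em 530) followed at 1 s/cycle for 100 cycles in TRHR-expressing cells.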
# * marks the source's active call; other numbers are inactive results; · = no result given; [ ] = dose if it differs, or a comment. Unless noted, calls come from the whole dose curve; as a rule, active = well fitted curve in the direction sought with a large enough effect; inconclusive = small, poorly fitted or top-dose-only effect, or another doubt; inactive = no such curve, though single readings can be large; an effect the other way counts as inactive or inconclusive. Some of the compounds tested; rates above refer to the full screens.
# Order of values: D2 PAM | RXFP1 agonist | TRHR agonist | D1 antag | Apoferritin bind | D1 ag | D1 potentiator | RXFP1 antagonist | TRHR enhancer
CCN(CC)S(=O)(=O)c1ccc(-c2nnc(SC)o2)cc1
    -1.8 | 0.0% | 0.0 | -2.6 | -13.2% | -0.2 | -5.8 | 9.7 | -1.1
O=C1c2ccccc2NC(c2ccncc2)N1c1ccccn1 (stereo not drawn)
    6.3 | 2.2% | 1.0 | -14.0 | 381.0%[activator] | 4.4 | -7.6 | 16.0 | -4.9
COc1ccc(C(=O)NNC2=NC(C)(C)Cc3cc(C)c(C)cc32)cc1
    -2.1 | 0.7% | -0.3 | -16.8 | -3.6% | 0.2 | -0.3 | · | -3.1
CCOC(=O)c1cccc(NC(=O)CCc2c(C)nc3cc(-c4ccc(Cl)cc4)nn3c2C)c1
    4.9 | 2.1% | -0.3 | -2.4 | -2.9% | 2.7 | -2.4 | · | -2.6
COc1ccc(Cl)cc1NC(=O)C1CCCO1 (stereo not drawn)
    -5.6 | -0.4% | 0.2 | -7.0 | -14.7% | -0.2 | -2.1 | -2.7 | -1.6
Cc1oc2ccc(O)c(CN3CCN(C)CC3)c2c1C(=O)Nc1ccccc1
    4.5 | 1.1% | 0.1 | -12.9 | -7.8% | 3.8 | -2.1 | 2.3 | -4.1
CS(=O)(=O)c1cccc(-c2nnc(NC(=O)CCS(=O)(=O)c3ccccc3)o2)c1
    -2.7 | 2.2% | -0.1 | 1.7 | · | 1.1 | -5.0 | -10.4 | -4.7
CCOC(=O)C1=C(COC(=O)c2cc(Br)c(Br)s2)NC(=O)NC1C (stereo not drawn)
    16.9 | 3.1% | -0.4 | -9.0 | · | 11.1 | 6.8 | -6.2 | -2.2
COc1ccc(NC(=O)c2cc(C)no2)cc1OC
    13.1 | -1.9% | 0.8 | 29.4 | -6.8% | 0.8 | -6.7 | -6.2 | -5.8
CN(CC(=O)Nn1cnnc1)S(=O)(=O)c1cc(Cl)ccc1Cl
    -4.7 | 0.5% | 1.2 | 5.7 | -5.2% | 2.5 | -1.1 | 13.7 | -6.8
COc1cccc(OCc2nc(-c3ccc(Br)o3)no2)c1
    0.7 | 1.9% | -0.2 | -9.1 | -15.7% | 8.9 | -0.3 | 0.6 | 0.1
O=C(Cn1cc(CCO)nn1)N1CCNCC1
    -5.3 | 0.5% | 0.0 | 0.2 | -1.0% | 1.8 | -0.9 | · | -0.2
CC(Oc1ccc(Cl)cc1)C(=O)NNC(=S)NC(=O)c1ccco1 (stereo not drawn)
    · | 1.7% | 0.0 | -8.4 | 1.8% | 44.0* | -2.7 | -26.9 | -2.5
Cc1cccc2c(Cl)cc(=O)[nH]c12
    4.6 | 1.1% | 0.1 | -5.8 | -10.5% | -1.0 | -4.5 | · | 2.4
COc1cccc(C(CC(=O)NCC2CCCO2)NS(=O)(=O)c2ccc(C)cc2)c1OC (stereo not drawn)
    14.2 | 0.7% | -0.3 | 7.3 | -10.0% | -0.4 | 2.1 | 9.4 | 1.6

# Exported as comma-separated lines: part of the list above.
smiles,D2 PAM,RXFP1 agonist,TRHR agonist,D1 antag,Apoferritin bind,D1 ag,D1 potentiator,RXFP1 antagonist,TRHR enhancer
CS(=O)(=O)c1cccc(-c2nnc(NC(=O)CCS(=O)(=O)c3ccccc3)o2)c1,-2.7,2.2%,-0.1,1.7,·,1.1,-5.0,-10.4,-4.7
CCOC(=O)C1=C(COC(=O)c2cc(Br)c(Br)s2)NC(=O)NC1C (stereo not drawn),16.9,3.1%,-0.4,-9.0,·,11.1,6.8,-6.2,-2.2

# 3 of the compounds above, as labelled records:
CN(CC(=O)Nn1cnnc1)S(=O)(=O)c1cc(Cl)ccc1Cl
  D2 PAM: -4.7	RXFP1 agonist: 0.5%	TRHR agonist: 1.2	D1 antag: 5.7	Apoferritin bind: -5.2%	D1 ag: 2.5	D1 potentiator: -1.1	RXFP1 antagonist: 13.7	TRHR enhancer: -6.8

COc1cccc(OCc2nc(-c3ccc(Br)o3)no2)c1
  D2 PAM: 0.7	RXFP1 agonist: 1.9%	TRHR agonist: -0.2	D1 antag: -9.1	Apoferritin bind: -15.7%	D1 ag: 8.9	D1 potentiator: -0.3	RXFP1 antagonist: 0.6	TRHR enhancer: 0.1

O=C(Cn1cc(CCO)nn1)N1CCNCC1
  D2 PAM: -5.3	RXFP1 agonist: 0.5%	TRHR agonist: 0.0	D1 antag: 0.2	Apoferritin bind: -1.0%	D1 ag: 1.8	D1 potentiator: -0.9	RXFP1 antagonist: ·	TRHR enhancer: -0.2

# Returning to the listing, repeating the 2 entries before the break.
# Order of values: D2 PAM | RXFP1 agonist | TRHR agonist | D1 antag | Apoferritin bind | D1 ag | D1 potentiator | RXFP1 antagonist | TRHR enhancer
Cc1cccc2c(Cl)cc(=O)[nH]c12
    4.6 | 1.1% | 0.1 | -5.8 | -10.5% | -1.0 | -4.5 | · | 2.4
COc1cccc(C(CC(=O)NCC2CCCO2)NS(=O)(=O)c2ccc(C)cc2)c1OC (stereo not drawn)
    14.2 | 0.7% | -0.3 | 7.3 | -10.0% | -0.4 | 2.1 | 9.4 | 1.6
COc1ccc(C(=O)NC2CCN(CC(=O)N3CCCCC3)CC2)cc1
    -17.4 | 0.6% | 1.1 | 17.3 | 1.3% | 5.4 | 0.7 | -4.7 | -5.6
CC(C)(C)c1ccc(/C=N/NC(=S)NCc2ccccc2)cc1
    -1.1 | 0.0% | -0.1 | -6.3 | 4.4% | -0.2 | -10.3 | -3.9 | -2.4
COc1ccc(N(CC(=O)NCCSc2ccccn2)S(C)(=O)=O)cc1Cl
    3.7 | 0.3% | 0.1 | 16.2 | -6.7% | 0.8 | 0.4 | -7.3 | -4.1
N#Cc1c(Cl)cccc1N1CCCC1
    -7.6 | 2.1% | -1.6 | -2.4 | -17.3% | 0.0 | -1.2 | 2.3 | -1.5
O=C(CN1CCC(n2nnc3cc(F)ccc32)CC1)NCc1ccco1
    5.6 | 0.1% | -1.8 | 8.7 | -21.8% | 2.2 | -4.5 | -11.6 | 19.4
Cc1[nH]c2ccccc2c1C(=O)COC(=O)C1CCC(=O)N1 (stereo not drawn)
    1.9 | 0.2% | 0.1 | -3.7 | -7.6% | 0.8 | -0.5 | 4.2 | -5.4
COc1ccc(CC(=O)NCCc2ccc(Cl)cc2Cl)cc1
    9.3 | -0.8% | 0.1 | -5.1 | -12.5% | 11.7 | -0.7 | -1.1 | 8.0
O=C(CCCn1c(=O)oc2ccccc21)N1CCc2ccccc2C1
    -5.2 | 3.2% | -1.8 | 9.3 | -10.7% | 0.7 | -3.0 | 8.3 | -3.1
Cc1cc(Cl)ccc1NNC(=O)c1cccs1
    9.5 | -0.6% | -1.1 | 1.3 | 2.2% | 3.2 | -4.2 | -16.4 | 0.7
Cc1ccc(NC(=O)C(=O)N2CCCC2)cc1Cl
    21.3 | 2.4% | -0.1 | -29.4 | 5.8% | 5.3 | 5.7 | 5.4 | -2.3
CCOc1ccc(Br)cc1/C=N/NC(=O)c1ccncc1
    · | 5.3% | -1.0 | 6.8 | -5.5% | 1.9 | -0.7 | -2.7 | -5.1

# Copied from the list.
# Entry of CC(C)(C)c1ccc(/C=N/NC(=S)NCc2ccccc2)cc1 under D1 potentiator: -10.3
# Entry of COc1ccc(C(=O)NC2CCN(CC(=O)N3CCCCC3)CC2)cc1 under D1 ag: 5.4
# Entry of CCOc1ccc(Br)cc1/C=N/NC(=O)c1ccncc1 under RXFP1 agonist: 5.3%
# Entry of O=C(CN1CCC(n2nnc3cc(F)ccc32)CC1)NCc1ccco1 under D2 PAM: 5.6

# Source: PubChem (National Center for Advancing Translational Sciences (NCATS))
